Yfh1-off respiration: mitochondrial function rescue without frataxin homolog – Friedreich's ataxia, plus single-dose screen, dose response (AID 1465) | 0.074% of 220,000 active | fold induction at 50 µM; hits with a dose series show EC50 in µM | S. cerevisiae Yfh1-off respiration, WST-1 reduction, 72 h; higher fold induction means a stronger effect;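 active means fold induction of absorbance versus untreated yeast above a set limit, then at least 30% activation at any dose in follow-up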;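 further: activators that raise dye reduction in frataxin-depleted yeast; strong numbers were not always called active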
HIV peptide binding: inhibitors of HIV fusion peptide binding, primary screen, biochemical, uHTS, fluorescence dequenching (AID 1986); 0.3% of 290,000 active; cell-free peptide binding, fluorescence dequenching, 30 min; higher % means a stronger effect; inhibition, % at 20 µM, or IC50 in µM where a hit was titrated; in the data active means inhibition mostly above about 52%, no sharp cut-off; inactive means mostly below about 76%; further: some results filed as inactive read as strong as hits
WT yeast gro inh: growth inhibition of WT yeast, mitochondrial fusion screen; mitochondrial fusion phenotypic screen, WT strain; inhibition, % at 10 µM; 2.1% of 190,000 active; in the data active means inhibition above about 58%; tested in S. cerevisiae
Autophagy HCS: modulators of autophagy | calls only at 10 µM (by protocol) | AID 463193 | 0.98% of 190,000 active | MEF GFP-LC3 puncta imaging; test concentration mostly 10 µM;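 active means percentage of spot-positive cells more than 3 SD above its plate mean, without a fluorescence outlier flag or 80% toxicity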;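 further: spot-positive cell cutoff set from DMSO-treated cells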
MT stabilizer: stabilizes microtubules in HeLa cells; 0.83% of 200,000 active; AID 2205; HeLa tubulin immunostaining HCS, 24 h; share of cells brighter than vehicle mean+2SD; % tubulin-high responders, % at 10 µM;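 active means plate Z-score above 3 for both tubulin-high and condensed-nucleus cell shares, with cell loss under 80%, at 10 µM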;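 further: anti alpha tubulin signal scored within the nucleus-defined area of each cell; some results filed as inactive read as strong as hits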
Dynein transport: blocks dynein driven cargo transport along microtubules; 3617.4 mouse cells, GR-EGFP nuclear translocation imaging; test concentration mostly 20 µM; stimulated with dexamethasone, 1 µM; hits give low values; z-score, hits read low; 0.47% of 220,000 active;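 active means plate z-score of nuclear minus cytoplasmic receptor signal below a set negative limit, without overly bright fluorescence or cell loss, cut at about -3.5 in these data, passing the limit was not always enough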;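 further: z-score of nuclear minus cytoplasmic ring GR-EGFP intensity difference per well; some compounds called inactive have numbers as strong as hits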
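medium = tetracycline-free induction medium containing charcoal-stripped FBS | probe or stimulus = dexamethasone, 1.0 µM final | timing = 48 h induction, then 1 h compound, then 30 min agonist, 37 °C | detection = automated 10x imaging of fixed Hoechst-stained cells | read-out basis = nuclear versus cytoplasmic GR-EGFP signal, averaged per well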
bCat nuc transl: alters nuclear translocation of beta-catenin in HeLa cells; 0.3% of 190,000 active; immunofluorescence imaging; AID 1665; nuclear translocation activity, % at 5 µM;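 active means nuclear translocation activity above 50% at 5 µM, with a well cell count of 50 or more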;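 further: per-cell ratio of nuclear to cytoplasmic median beta-catenin stain intensity; plate controls were DMSO negative control for no effect and GSK-3 inhibitor IX positive control for full effect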
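Read-out: Nuclear/cytoplasmic beta-catenin signal ratio, % activation | Assay system: Human HeLa cell line | Times: 24 h compound exposure at 37°C, 5% CO2 | Signal: Fluorescence imaging of beta-catenin antibody stain plus DAPI | Dosing: 5 µM primary, 0.02–20 µM confirmation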
AID2073: inhibitors of Mint1-CaV2.2 protein interaction, biochemical, HTRF (AID 2073) | HTRF protein-protein interaction, Mint1-CaV2.2; higher % means a stronger effect | one-dose inhibition, % at 20 µM; IC50 in µM for titrated hits | 0.19% of 290,000 active; in the data active means inhibition mostly above about 51%, no sharp cut-off; further: some results filed as inactive read as strong as hits
Insulin prom up: MIN6 insulin promoter up-regulation; MIN6 insulin promoter-GFP reporter, high-content imaging; hits give high values; z-score at 5 µM; 0.3% of 190,000 active;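 active means z-score above 3 at 5 µM with at least 500 cells counted in the well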
WT yeast gro inh mutant strain: further read-out of WT yeast gro inh, marked with its call; inhibition, %; mitochondrial fusion phenotypic screen, mutant strain inhibition
Dynein transport cytoplasmic EGFP: also measured in Dynein transport; calls as there; z-score; measured here: cytoplasmic GR-EGFP intensity; hits give high values
Dynein transport nuclear GR-EGFP: further read-out of Dynein transport, marked with its call; z-score; measured here: nuclear GR-EGFP intensity;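 lower value marks the stronger effect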
Dynein transport cell count: also measured in Dynein transport; calls as there; z-score; measured here: cell count per field
Insulin prom up cell count: further read-out of Insulin prom up, marked with its call; cell count; measured here: cytotoxicity, nuclei count;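 total cells summed across four imaged fields per well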
bCat nuc transl cell count 5 µM: also measured in bCat nuc transl; calls as there; cell count; measured here: cell count, cytotoxicity flag
MT stabilizer Hoechst-high %: recorded beside MT stabilizer, whose call it bears; % Hoechst-high responders; measured here: nuclear condensation Hoechst responders;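 share of cells brighter than vehicle mean plus two SD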
MT stabilizer cytotoxicity %: recorded beside MT stabilizer, whose call it bears; toxicity, %; measured here: cytotoxicity by cell density;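 0% = mean cell density of plate MIN control wells and 100% = no cells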
Autophagy HCS cell loss 18 h: further read-out of Autophagy HCS, marked with its call; toxicity, %; measured here: cell loss, nuclei count;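 cell loss after 18 h compound exposure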
An asterisk follows results filed as active; i = inactive; . = no result given; & = joins results of further samples.

SMILES	Yfh1-off respiration	HIV peptide binding	WT yeast gro inh	WT yeast gro inh mutant strain	Autophagy HCS	Autophagy HCS cell loss 18 h	MT stabilizer	MT stabilizer Hoechst-high %	MT stabilizer cytotoxicity %	Dynein transport	Dynein transport cytoplasmic EGFP	Dynein transport nuclear GR-EGFP	Dynein transport cell count	bCat nuc transl	bCat nuc transl cell count 5 µM	AID2073	Insulin prom up	Insulin prom up cell count
O=C(CSc1ncnc2sc3c(c12)CCC3)Nc1ccccc1C(=O)O	i	13%	.	.	.	.	.	.	.	0.11	-0.2	0.87	-1.1	-0.1	1287	30%	-0.65	1013
O=C(O)C1C2C=CC(O2)C1C(=O)NCc1ccccc1Br (stereo not drawn)	i	-3.0%	.	.	i	2	3.8	2.5	6.2	1.1	-0.16	0.61	-0.39	0.3	1066	-4%	1	988
Cc1ccc(NC(=O)CCn2cccc2)cc1	i	-2.0%	0	20	i	-4	2.7	1.5	5.8	-1.4	0.77	-0.39	0.26	.	.	-7%	0.28	911
CC(C)Oc1ncnc2c1[nH]c1ccccc12	i	0.5%	.	.	.	.	.	.	.	1.1	-0.18	0.5	-0.62	-3.7	1140	11%	-1.5	1130
c1nnc(NC2=NCCCCC2)s1	i	2.2%	-6	6	i	-4	4.5	2.5	6.1	-0.61	-0.21	-0.43	0.37	-0.3	1024	6%	0.15	1599
CCOc1ccc(C(N)=O)cc1OC	i	0.2%	7	13	i	-8	2.7	2.0	3.4	0.073	0.01	0.12	0.51	-0.2	1073	2%	-0.09	1265
N#CC(Sc1ccccn1)c1ccc(Cl)cc1Cl (stereo not drawn)	i	1.3%	26	24	i	39	2.2	2.6	2.2	-1.4	-0.24	-0.66	0.5	-0.9	1045	4%	-0.94	1252
CCn1c(SCC(=O)Nc2cc(C)on2)nc2c(c1=O)SC(C)C2 (stereo not drawn)	i	0.5%	-5	8	i	18	2.3	2.7	6.1	1.7	0.74	1	0.13	-0.5	1065	-12%	-3.4	968
CCc1nn2c(N)c(/C=C3\C=Nc4ccccc43)c(=O)nc2s1	i	6.3%&3.6%	-1	-14	i	10	2.0	3.3	2.8	0.15&-0.91	-0.086&-0.31	0.77&-0.79	-0.87&0.91	0.0&-1.9	1313&1023	27%&2%	-0.03&-0.05	1079&1291
COc1ccc(-c2c(-c3ccc(O)cc3O)n[nH]c2C)cc1OC	i	7.3%	12	-4	i	-7	35*	18*	33*	-0.43	0.43	0.034	0.034	.	.	0%	0.42	775
Cc1ccc(NC(=S)N(Cc2ccco2)C(C)c2cccs2)c(Cl)c1 (stereo not drawn)	i	2.6%	66*	20*	i	14	1.5	2.7	9.9	0.53	-0.3	0.28	-0.13	1.4	1094	-12%	-0.41	1314
Cc1ccc(NCc2nnc(SCC(N)=O)o2)c(C)c1	i	-1.3%	-15	-5	i	10	2.2	1.2	7.5	0.25	-0.25	0.34	-0.22	-1.7	986	5%	-0.52	1640
O=C(Nc1ccc(OC(=O)c2ccncc2)cc1)c1ccncc1	i	1.8%	2	2	i	-8	1.5	1.9	10	-0.95	-0.18	-0.46	0.68	.	.	5%	.	.
COCCNc1nc2nonc2nc1N1C[C@H]2CC[C@H]1C2	i	0.4%	-3	1	i	10	3.4	2.7	4.5	-0.78	-0.28	-0.35	0.32	0.6	979	9%	-0.03	1440
CC(NC(=O)c1ccccc1NC(=O)c1ccco1)c1ccccc1 (stereo not drawn)	i	-3.3%	-2	-4	i	0	3.7	2.6	8.5	0.16	-0.22	0.27	-0.037	-0.6	1082	5%	-0.67	1817
COc1ccc(NC(=O)COC(=O)c2ccc(OCc3ccccc3Cl)c(OC)c2)c(OC)c1	i	-0.1%	-8	-15	i	30	2.6	2.9	8.8	-1.1	-0.29	-0.86	0.93	-1.1	601	3%	0.71	1367
O=C(NCCN1CCOCC1)C1CCC(=O)N1C1CCCCC1 (stereo not drawn)	i	-1.6%	-13	-8	i	7	6.5	2.3	6.4	-1.6	-0.23	-1.2	1.2	-0.1	1308	-2%	-0.07	1559
CC1(C)CC(=S)Nc2ccccc2S1	i	1.3%	11	11	i	-1	4.5	2.0	2.9	0.13	-0.22	0.48	-0.89	-0.2	1146	-31%	0.36	1188
Cc1snc(S(=O)(=O)/C(C#N)=N/Nc2cccc(C(F)(F)F)c2)c1C#N	i	39%	-15	-2	i	0	1.5	0.7	3.7	1.6	0.57	1.4	-1.2	-1.0	1197	1%	0.32	849
Nc1cnn(C2OC(CO)C(O)C2O)c(=O)n1 (stereo not drawn)	i	2.1%	6	14	i	-5	7.3	1.3	5.2	-0.038	-0.36	-0.17	0.56	3.8	890	4%	-0.47	1243
Brc1ccc(CNc2cc3c(cc2Br)OCCO3)cc1	i	-0.2%	54	15	i	-13	0.2	3.2	5.8	-0.25	-0.38	0.37	0.49	3.7	915	-2%	-0.15	949
CC(=O)c1ccc(N2CCCCC2)c(F)c1	i	-0.9%	-15	-2	i	-6	3.0	1.4	5.6	-0.31	-0.3	-0.088	0.48	-0.5	1089	10%	0.02	1420
Cc1cc(C)n(-c2nc3ccccc3nc2N2CCN(C(=O)c3ccccc3)CC2)n1	i	2.7%	-19	-31	i	-13	4.2	2.2	3.2	-0.31	-0.26	-0.24	0.38	.	.	-1%	-0.48	1171
CN(Cc1cn[nH]c1-c1cc2ccccc2o1)CC1CCOCC1	i	1.1%	2	8	i	-32	3.8	1.8	7.3	-0.73	-0.29	-0.28	0.51	0.3	1045	-16%	-0.2	1405
Cc1occc1-c1nnc(SCC(=O)NCc2cccs2)n1-c1ccc(F)cc1	i	-0.8%	-12	-14	i	10	2.7	1.5	1.6	-0.25	-0.24	0.24	0.052	-1.0	1163	0%	0.32	1181

Next section; the last three above are carried over.
SMILES	Yfh1-off respiration	HIV peptide binding	WT yeast gro inh	WT yeast gro inh mutant strain	Autophagy HCS	Autophagy HCS cell loss 18 h	MT stabilizer	MT stabilizer Hoechst-high %	MT stabilizer cytotoxicity %	Dynein transport	Dynein transport cytoplasmic EGFP	Dynein transport nuclear GR-EGFP	Dynein transport cell count	bCat nuc transl	bCat nuc transl cell count 5 µM	AID2073	Insulin prom up	Insulin prom up cell count
Cc1cc(C)n(-c2nc3ccccc3nc2N2CCN(C(=O)c3ccccc3)CC2)n1	i	2.7%	-19	-31	i	-13	4.2	2.2	3.2	-0.31	-0.26	-0.24	0.38	.	.	-1%	-0.48	1171
CN(Cc1cn[nH]c1-c1cc2ccccc2o1)CC1CCOCC1	i	1.1%	2	8	i	-32	3.8	1.8	7.3	-0.73	-0.29	-0.28	0.51	0.3	1045	-16%	-0.2	1405
Cc1occc1-c1nnc(SCC(=O)NCc2cccs2)n1-c1ccc(F)cc1	i	-0.8%	-12	-14	i	10	2.7	1.5	1.6	-0.25	-0.24	0.24	0.052	-1.0	1163	0%	0.32	1181
COc1ccc(C(C)=O)cc1COc1ccc(F)cc1	i	-1.2%	16	18	i	12	2.8	3.9	11	-1.5	-0.3	-0.23	1	1.0	1020	-9%	-1.2	1716
O=C(CSc1nnc2ccc(-c3cccnc3)nn12)Nc1ccc(F)cc1F	i	2.9%	-7	-7	i	8	5.0	2.8	11	0.014	-0.35	0.46	0.59	-1.3	1105	12%	1.1	1242
Clc1ccc(SCCCCN2CCOCC2)cc1	i	1.1%	19	28	i	3	1.9	2.1	9.9	0.94	-0.15	0.61	-0.65	0.4	1000	13%	-0.08	1444
CSCC[C@H](NC(=O)C1CCN(S(=O)(=O)c2ccc(C)cc2)CC1)C(=O)NC1CCS(=O)(=O)C1 (stereo partly drawn)	i	-3.9%	-7	-15	i	-1	3.3	1.1	9.7	-0.22	-0.21	0.49	0.15	-2.4	513	-4%	0.38	1329
COc1ccc(N2CCN(CC(=O)NC(=O)NCc3ccco3)CC2)cc1	i	3.4%	-9	9	i	-6	4.7	3.5	2.9	0.78	-0.23	0.73	-0.98	-1.2	1145	3%	-0.3	1406
CCC(C)C(NC(=O)C(C)NC(=O)CNC(=O)CNC(=O)OCc1ccccc1)C(=O)OC (stereo not drawn)	i	-1.9%	5	6	i	7	3.3	1.9	2.3	-0.48	-0.24	-0.43	0.76	2.3	1181	6%	-0.18	1186
O=C(N/N=C/c1ccncc1)c1ccc(-n2cccc2)cc1	i	4.6%	-7	7	i	4	1.7	2.9	1.4	-1	0.99	-0.66	0.56	-4.3	572	53%	-0.14	1355
COc1ccc(NC(=S)N/N=C2/CCCc3c(C)cc(C)cc32)cc1	i	-3.7%	16	10	i	-8	2.5	1.4	8.6	0.17	-0.093	0.32	0.19	1.0	1162	-1%	-0.12	1300
O=C(c1ccco1)N1CCN(C(c2cccs2)c2nnnn2C2CCCC2)CC1 (stereo not drawn)	i	0.2%	-8	-11	i	4	4.2	2.6	9.5	3.1	-0.058	1.9	-1.5	-0.4	1031	-3%	-0.11	1964
Cc1occc1-c1nnc(SCC(=O)Nc2ccc3c(c2)OCO3)n1CC1CCCO1 (stereo not drawn)	i	-1.7%	-4	24	i	11	2.8	1.8	0.1	-1	-0.25	-0.22	0.49	-12	937	-4%	0.24	1107
O=S(=O)(NCc1ccccc1)c1ccc(F)cc1Br	i	1.1%	.	.	.	.	.	.	.	-0.35	-0.78	-0.085	0.32	0.3	1130	6%	-0.26	1112
CC(C)[C@H](N)c1nnc(SC/C=C/c2ccccc2)o1	i	-0.5%	1	17	i	-2	2.7	1.9	7.6	-0.065	-0.28	-0.9	0.44	-1.3	1264	-9%	-0.68	1663

Screening results deposited in PubChem by several laboratories.
